RORa activator = activates the human nuclear receptor RORA; P35398; CHO-K1 Gal4-RORA LBD luciferase reporter, luminescence; percent increase over mock-subtracted basal signal; activation, % at 10 µM; 1.5% of 65,000 active;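 active = activation above the mean of all tested compounds plus 3 SD, cut at about 49% in these data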;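 also: 0% = DMSO-treated RORA cells and 100% = added signal equal to DMSO minus mock-transfected cells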
Target sequence (P35398 whole entry, looked up, the tested form may be a part): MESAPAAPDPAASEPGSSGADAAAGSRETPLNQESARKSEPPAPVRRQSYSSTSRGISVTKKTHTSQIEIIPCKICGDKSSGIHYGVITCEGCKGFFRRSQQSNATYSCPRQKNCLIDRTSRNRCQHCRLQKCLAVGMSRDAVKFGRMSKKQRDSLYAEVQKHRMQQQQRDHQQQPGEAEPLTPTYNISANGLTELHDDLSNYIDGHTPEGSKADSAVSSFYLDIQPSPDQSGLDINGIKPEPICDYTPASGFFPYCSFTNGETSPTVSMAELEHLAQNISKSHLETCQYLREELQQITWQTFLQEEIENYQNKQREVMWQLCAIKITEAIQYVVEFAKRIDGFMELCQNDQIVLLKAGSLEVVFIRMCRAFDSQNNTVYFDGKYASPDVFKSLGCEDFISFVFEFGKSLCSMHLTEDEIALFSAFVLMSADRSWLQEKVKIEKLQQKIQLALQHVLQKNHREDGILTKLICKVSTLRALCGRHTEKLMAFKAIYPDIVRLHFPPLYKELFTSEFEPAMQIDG
SF1 activator = activators of human nuclear receptor SF-1. AID 522. CHO-K1 Gal4-SF-1 LBD luciferase reporter; % increase over DMSO SF-1-specific signal. 1.9% of 65,000 active. Q13285. activation, % at 10 µM;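 active = activation above the mean activation of all tested compounds plus 3 SD, cut at about 50% in these data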
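Assay system: CHO-K1 cells co-transfected with Gal4 DBD–human SF-1 LBD, 5xGal4 luciferase reporter / Input: 4,000 cells per well / Incubation: 20 h compound exposure at 37 °C after 1 h cell settling / Detection: SteadyLite luciferase luminescence / Control set: DMSO negative control and −SF1 background wells / Replication: one test per compound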
tolC growth inh = blocks growth of E. coli BW25113 tolC mutant; growth inhibition, % at 10 µM (by protocol); AID 573; OD615; 2.2% of 65,000 active;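 active = growth inhibition at or above a cutoff equal to the mean over every tested compound plus 3 SD, cut at about 60% in these data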;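 also: growth measured after 20 h incubation at 37 °C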
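Test system: tolC-deleted E. coli BW25113; medium: LB with kanamycin 50 µg/mL; compound: single-point testing at 10 µM; incubation: 20 h compound exposure of bacteria at 37 °C; signal: OD at 615 nm; evaluation: growth inhibition in percent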
Autofluor 339 = intrinsic fluorescence of library compounds, ex339/em460 – biochemical, MLSMR library, data from DPM-DC assay, artefact control, profiling panel; compound autofluorescence, ex339/em460 nm, NADH buffer; active compounds read high; 1 = no-compound wells, NADH background; fluorescence fold increase at 10 µM; 5.5% of 65,000 active; AID 709;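 active = at 10 µM, mean starting fluorescence two-fold or more over control wells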;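 also: signal is the first read of a kinetic run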
M1 agonist = M1 muscarinic receptor agonism. CHO-M1 cells, Fluo-4 calcium fluorescence, agonist mode; active compounds read high. B-score at 10 µM. 3% of 64,000 active. AID 626;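 active = fluorescence rise, raw or as B-score row- and column-corrected plate score, outside the 99.7% band of its plate's samples, either direction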
NADH enzymes = inhibitors of enzymes used to reach an NAD/NADH endpoint | IC50, µM (highest dose often 10 µM), for inactives: top-dose inhibition | coupled PK/LDH NADH assays, four targets | 0.02% of 65,000 active;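 active = single-dose screening hits from any of four coupled enzyme assays that gave an IC50 when retested across doses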;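 also: the DPM-DC format reads NADH fluorescence rather than 340 nm absorbance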
M1 antagonist = M1 muscarinic receptor (rat) antagonism; CHO-M1 cells, Fluo-4 calcium, ACh EC80 antagonist mode; active compounds read low; B-score at 10 µM; 3.4% of 64,000 active; AID 628;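 active = calcium fluorescence response, raw or row-and-column corrected B-score, differing from the plate sample mean either way at a set confidence level, mostly lower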
Ec RNAP inh = blocks E. coli RNA polymerase transcription; P0A8V2; fluorescence transcription assay; inhibition, %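 (tested at 10 µM)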; 0.2% of 62,000 active; AID 559; in the data active = inhibition above about 20%;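 also: 0% = enzyme without compound and 100% = no enzyme blank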
TNAP act mid DEA = human TNAP activation, intermediate phosphate acceptor; P05186; purified TNAP, CDP-star luminescence, 100 mM DEA, 30 min; active compounds read high; scale: 0 levamisole-inhibited, 1 vehicle-only enzyme; activation factor at 20 µM; 64,000 tested, under 10 active; AID 813;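 active = activation factor of at least 2 at 20 µM, relative to controls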
Target sequence (P05186 whole entry, looked up): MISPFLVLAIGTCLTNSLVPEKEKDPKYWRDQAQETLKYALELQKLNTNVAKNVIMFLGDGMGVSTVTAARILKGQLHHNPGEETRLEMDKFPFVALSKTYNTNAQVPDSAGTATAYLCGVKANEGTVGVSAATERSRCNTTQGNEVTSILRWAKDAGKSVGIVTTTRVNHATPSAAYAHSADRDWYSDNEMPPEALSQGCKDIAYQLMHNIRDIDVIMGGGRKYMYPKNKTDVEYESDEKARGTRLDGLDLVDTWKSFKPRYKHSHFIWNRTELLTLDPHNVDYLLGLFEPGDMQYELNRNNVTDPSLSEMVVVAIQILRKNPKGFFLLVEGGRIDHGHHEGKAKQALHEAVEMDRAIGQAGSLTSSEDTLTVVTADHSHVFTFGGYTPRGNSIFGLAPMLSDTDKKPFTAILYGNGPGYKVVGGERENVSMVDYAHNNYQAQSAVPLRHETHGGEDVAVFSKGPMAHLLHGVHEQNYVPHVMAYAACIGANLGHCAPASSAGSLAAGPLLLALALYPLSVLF
* marks the source's active call; other numbers are inactive results; . = not tested or not shown; [ ] = another dose, or the depositor's remark. No enrichment for hits, and some 15% of all compounds hit somewhere here.

SMILES	RORa activator	SF1 activator	tolC growth inh	Autofluor 339	M1 agonist	NADH enzymes	M1 antagonist	Ec RNAP inh	TNAP act mid DEA
COc1ccc(C(=O)Nn2cnc3scc(-c4cccs4)c3c2=O)c(O)c1	-20	-6	75*	1.1	-0.089	1%	-0.16	8	1.1
CCOC(=O)c1cc(C#N)c(SCc2ccc(C#N)cc2)nc1C	8	-7	17	1.1	0.097	4%	0.097	3	0.8
CCn1c(NCCc2ccc(OC)c(OC)c2)nc2c1c(=O)n(C)c(=O)n2C	-4	-5	-1	1.1	3.3*	7%	-0.049	9	0.8
COc1ccc(Br)cc1C(=O)Nc1nnn(C)n1	-6	-7	-4	1.1	-0.84	2%	0.0074	0	0.9
Cc1c(C(=O)NCC2CCCO2)oc2ccc3c(c12)C(=O)CC(C)(C)O3 (stereo not drawn)	11	62*	8	3*	0.28	13%	1	1	0.9
CCOC(=O)N1CCN(C(=O)C(CC(C)C)NC(=O)C2CCCCC2)CC1 (stereo not drawn)	-8	-21	-5	1.1	0.24	3%	-0.56	4	1
O=C(O)c1cc(-c2ccco2)[nH]n1	-14	5	-18	1.1	.	2%	.	15	0.8
CC(C)CCNC(=O)C1CCCN(S(=O)(=O)c2ccc(F)cc2)C1 (stereo not drawn)	-3	-2	9	1.1	-0.02	4%	0.085	17	0.9
COc1cc(-c2nn3c(-c4ccccc4)nnc3s2)cc(OC)c1OC	-17	14	-8	1.6	1.2	11%	0.84	12	0.9
COc1cc([C@H]2[C@@H]3CCCC[C@]3(O)CCN2Cc2ccccc2F)ccc1O	10	-11	11	1.1	-0.99	1%	0.2	-13	0.9
COc1ccc(NC(=O)CCS(=O)(=O)c2cccc3nonc23)c(OC)c1	15	3	23	1.1	.	4%	.	0	1
COc1ccc(C2c3c(oc4ccccc4c3=O)C(=O)N2CCN2CCOCC2)cc1OC (stereo not drawn)	5	-12	-16	1.1	-0.31	3%	0.74	7	1.1
COCCCNC(CC(=O)Nc1ccccc1C(=O)OC)C(=O)O (stereo not drawn)	-8	-2	-9	1.1	0.19	6%	-0.26	1	1
O=C1c2cccnc2C(=O)N1Cc1ccccc1	-2	-3	-14	1.1	-0.13	7%	0.35	4	1
Cc1cc2c(cc1C)N(CC(=O)N1CCCC1)C(=O)CC(c1ccccc1)=N2	19	36	-1	1.1	0.16	5%	-0.29	-1	0.9

Arranged by molar mass (falling): some entries from above.
SMILES	RORa activator	SF1 activator	tolC growth inh	Autofluor 339	M1 agonist	NADH enzymes	M1 antagonist	Ec RNAP inh	TNAP act mid DEA
COc1ccc(C2c3c(oc4ccccc4c3=O)C(=O)N2CCN2CCOCC2)cc1OC (stereo not drawn)	5	-12	-16	1.1	-0.31	3%	0.74	7	1.1
COc1ccc(C(=O)Nn2cnc3scc(-c4cccs4)c3c2=O)c(O)c1	-20	-6	75*	1.1	-0.089	1%	-0.16	8	1.1
COc1ccc(NC(=O)CCS(=O)(=O)c2cccc3nonc23)c(OC)c1	15	3	23	1.1	.	4%	.	0	1
CCn1c(NCCc2ccc(OC)c(OC)c2)nc2c1c(=O)n(C)c(=O)n2C	-4	-5	-1	1.1	3.3*	7%	-0.049	9	0.8
CCOC(=O)N1CCN(C(=O)C(CC(C)C)NC(=O)C2CCCCC2)CC1 (stereo not drawn)	-8	-21	-5	1.1	0.24	3%	-0.56	4	1
Cc1cc2c(cc1C)N(CC(=O)N1CCCC1)C(=O)CC(c1ccccc1)=N2	19	36	-1	1.1	0.16	5%	-0.29	-1	0.9
COc1cc(-c2nn3c(-c4ccccc4)nnc3s2)cc(OC)c1OC	-17	14	-8	1.6	1.2	11%	0.84	12	0.9
CC(C)CCNC(=O)C1CCCN(S(=O)(=O)c2ccc(F)cc2)C1 (stereo not drawn)	-3	-2	9	1.1	-0.02	4%	0.085	17	0.9
COCCCNC(CC(=O)Nc1ccccc1C(=O)OC)C(=O)O (stereo not drawn)	-8	-2	-9	1.1	0.19	6%	-0.26	1	1
CCOC(=O)c1cc(C#N)c(SCc2ccc(C#N)cc2)nc1C	8	-7	17	1.1	0.097	4%	0.097	3	0.8
COc1ccc(Br)cc1C(=O)Nc1nnn(C)n1	-6	-7	-4	1.1	-0.84	2%	0.0074	0	0.9
O=C(O)c1cc(-c2ccco2)[nH]n1	-14	5	-18	1.1	.	2%	.	15	0.8

Further records.
SMILES	RORa activator	SF1 activator	tolC growth inh	Autofluor 339	M1 agonist	NADH enzymes	M1 antagonist	Ec RNAP inh	TNAP act mid DEA
COC(=O)Cc1[nH]nc2c1C1(CCSCC1)C(C#N)=C(N)O2	-2	-11	-9	1.1	0.74	1%	-0.034	6	1
COC(=O)c1c(C)oc(C)c(C(=O)OC)c1=O	1	0	-26	1.1	-0.032	6%	0.0068	-6	1
Cc1csc(=O)n1CC(=O)OCc1cccc2ccccc12	17	23	16	1	0.46	4%	0.36	.	0.9
CCn1nnnc1-c1ccc(OC)c(S(=O)(=O)Nc2ccc(C(=O)OC)cc2)c1	-11	-18	5	1.2	0.59	1%	0.15	0	1
CCOC(=O)n1c(SCC(=O)N(CC)CC)nc2ccccc21	-31	-26	16	1	0.67	4%	0.026	13	0.9
COc1ccccc1Nc1ncc(C(=O)N2CCC(C(N)=O)CC2)c2ccccc12	-7	-12	3	1.1	-0.004	3%	0.13	6	1
CCC(=O)N1C(=O)CCN(C(C)=O)c2ccccc21	1	-6	-12	1.1	-0.039	1%	0.061	-2	0.9
O=C(CN(C(=O)CCNC(=O)c1ccco1)c1ccccc1)NC1CCCC1	0	-9	-3	1.1	-0.7	2%	-0.0063	0	1
c1ccc(-n2c(SCc3ccncc3)nnc2-c2ccco2)cc1	8	8	4	1.1	0.27	6%	0.66	2	0.9
O=C(CSc1nc2c(c(=O)n1-c1ccc(F)cc1)SCC2)NCc1ccco1	-5	-12	-5	1.1	0.94	3%	0.02	7	0.9
CCOC(=O)c1sc(=NC(=O)c2ccc(S(=O)(=O)N3CCOCC3)cc2)n(C)c1C	0	0	-14	1.6	0.51	9%	-0.37	2	0.9
CCOC(=O)N1CCN(C(=O)c2ccc3c(=O)n(CCC4=CCCCC4)c(=S)[nH]c3c2)CC1	20	-16	-14	1.1	0.022	7%	0.47	5	0.9
O=C1CC(c2nc3ccccc3[nH]2)CN1c1ccccc1 (stereo not drawn)	-7	-3	6	1.2	-0.4	6%	1.1	3	1
CCC(CC)c1nnc(NC(=O)c2c(-c3ccccc3)noc2C)s1	8	10	79*	1	-0.57	4%	-0.13	6	0.9
Cc1ccc(-c2cc(C(=O)NCc3ccc4c(c3)OCO4)no2)cc1	-1	-14	7	1.2	0.0025	12%	0.99	6	0.8
O=C(CN1c2cccc3cccc(c23)S1(=O)=O)N1CCOCC1	-7	8	-19	2.8*	-0.57	1%[fluoresces]	0.63	-6	0.8
CC(=O)Cc1nsc(NC(=O)c2cc(-c3ccccc3Cl)oc2C)n1	7	-2	-1	1.3	0.9	7%	0.0063	7	1.1
CCC1CCCCN1C1Sc2ccc(C(=O)OC)cc2NC1=O (stereo not drawn)	7	2	52	1.1	-1.4	3%	-0.54	4	0.9
COC(=O)C(Nc1nccs1)(OC)C(F)(F)F (stereo not drawn)	-2	9	-13	1.1	0.14	7%	-0.38	-8	1
O=c1[nH]c(/C(=N\O)c2ccccc2)no1	1	3	-5	1	-0.66	1%	-0.11	3	1
CCN(CC)S(=O)(=O)c1cccc(-c2nnc(SC(C)C#N)n2Cc2ccccc2)c1 (stereo not drawn)	2	13	8	1.1	3.6	9%	-0.19	5	1
O=C(NC1CC2CCCC(C1)N2C1CC1)NC12CC3CC(CC(C3)C1)C2 (stereo not drawn)	-12	16	-3	1.1	-0.23	5%	-0.17	6	1.1
CCn1cc(C2=NOC(C(=O)Nc3cc(C)nn3-c3ccccc3)C2)c(C)n1 (stereo not drawn)	-6	-3	-15	1.1	0.0063	1%	-0.035	5	0.9
CCOC(=O)N1CCN(C(=O)CSCc2nc(-c3ccccc3C)oc2C)CC1	-9	-3	12	1.1	-1.9	9%	-0.37	8	0.9
COC(=O)[C@H](CCSC)NC(=O)Nc1cc(C)ccc1C	-18	-2	-19	1	0.0023	1%	-0.19	10	0.9
COc1ccccc1N1CCN(C(=O)c2ccc(Br)s2)CC1	21	12	26	1	0.51	3%	0.056	6	1
CCN1C(=S)SC(=O)C1=C1C=C(C)OC(C)=C1	13	19	-6	1.1	-0.71	3%	-0.73	7	0.8
COc1ccc(S(=O)(=O)N(Cc2nc3ccccc3c(=O)[nH]2)C2CCCC2)cc1	18	1	-9	1.1	-0.4	8%	-1.4	11	0.9
Cc1nc2ccccc2c(=O)n1NCc1cc(Br)cs1	16	10	-18	1.2	4.4*	6%	-0.19	8	0.9
COc1ccc(-c2c(C)oc3c(CN4CCN(C)CC4)c(O)ccc3c2=O)cc1	-14	5	-5	2.2*	-0.81	2%[fluoresces]	0.15	-11	1
Cc1cc(NC(=O)NC2(C(F)(F)F)Oc3ccc(Cl)cc3O2)no1 (stereo not drawn)	-3	-2	-3	1.1	-0.02	4%	-0.094	.	.
O=C(CN1C(=O)c2ccccc2S1(=O)=O)Nc1ccccc1C(=O)NCc1ccco1	-6	-15	5	1.1	0.4	2%	-0.43	.	.
CC(C)C1N=C2c3ccccc3N=C(SCc3cc(=O)n4cc(Cl)ccc4n3)N2C1=O (stereo not drawn)	-17	-22	20	1.9	0.99	8%	-1.2	-2	0.9
CC(C)(CN=C1NS(=O)(=O)c2ccccc21)CNC(=O)CN1C(=O)c2ccccc2C1=O	-16	-2	-7	1.1	-0.83	10%	0.15	3	0.9
O=C1CCCCCN1CSc1nc2ccccc2s1	30	-9	4	1	-0.51	4%	0.75	13	0.9
Cc1oc2c(CN3CCCC3)c(O)ccc2c(=O)c1-c1ccccc1	4	13	-12	3*	3.2*	6%[fluoresces]	-0.0037	-8	0.9
CCCc1cc(-c2ccc(O)c(OCC)c2)c(C#N)c(N)n1	-3	14	24	1.7	-0.11	4%	0.47	3	1
O=C(Nc1ccc(F)cc1)NC1CCN(Cc2nnnn2Cc2ccco2)CC1	13	4	2	1	-1.4	1%	-0.35	6	0.9
O=C(COc1ccccc1Cl)N(Cc1ccco1)C1CCS(=O)(=O)C1 (stereo not drawn)	-1	6	-4	1.1	0.81	2%	0.41	10	0.9
O=C(CSc1nnc(-c2ccccc2)c(-c2ccccc2)n1)N1CCOCC1	-12	1	10	1	0.015	4%	0.27	7	0.8
Cc1cccc(C)c1N1C(=O)C2ON(c3ccccc3)C(c3ccncc3)C2C1=O (stereo not drawn)	-7	-5	0	1.1	0.96	5%	-0.023	.	1

Not a retest: entries from further up.
SMILES	RORa activator	SF1 activator	tolC growth inh	Autofluor 339	M1 agonist	NADH enzymes	M1 antagonist	Ec RNAP inh	TNAP act mid DEA
O=C(CSc1nnc(-c2ccccc2)c(-c2ccccc2)n1)N1CCOCC1	-12	1	10	1	0.015	4%	0.27	7	0.8
Cc1cccc(C)c1N1C(=O)C2ON(c3ccccc3)C(c3ccncc3)C2C1=O (stereo not drawn)	-7	-5	0	1.1	0.96	5%	-0.023	.	1

High-throughput results (PubChem BioAssay)
